HepG2 viability = counter-screen for TGF-b inhibitors: cytotoxicity in HepG2 cells | HepG2 CAGA-GFP viability, ATP luminescence, 18 h | Potency, µM (top dose mostly 46.1 µM), for inactives: at the highest dose activity change, negative = cytotoxicity, most hits filed as cytotoxic | actives 0.76% (n = 410,000); note: potency is the fitted concentration of half-maximal effect; some results filed as inactive show a strong effect at the top dose
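HepG2 CAGA-GFP cells (1000/well, DMEM with 1% FBS) received compound, then TGF-beta at 500 pg/mL final, and were incubated 18 hours at 37 degrees C. Viability was read by CellTiter-Glo luminescence. Media-only wells were set as complete cell-killing and DMSO as no toxicity.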
A549 tox = A549 cytotoxicity, counter-screen for Nrf2 inhibitors | A549 ARE-Fluc cells, CellTiter-Fluor viability, 18-24 h | Potency, µM (titrated, usually from 46 µM), for inactives: at the highest dose activity change, negative = cytotoxicity, usual class: inhibitors | actives 0.16% (n = 390,000); note: potency is the fitted concentration of half-maximal effect; % is set by controls: 0 for no effect and ±100 for the full control effect
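Cytotoxicity counterscreen: CellTiter-Fluor fluorescence was measured in A549 ARE_Fluc cells after 18-24 h of compound exposure in a concentration series. The subsequent BugLite luminescent read reports ARE-luciferase activity.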
Nrf2 inh = Nrf2 pathway inhibition; A549 ARE-Fluc reporter, luciferase luminescence, 18-24 h; Potency, µM (doses to about 46 µM), inactives show at the highest dose activity change, negative = inhibition, actives largely listed as inhibitors; actives 2.1% (n = 360,000); AID 504444; note: potency is the fitted concentration of half-maximal effect; % is set by controls: 0 for no effect and ±100 for the full control effect; nearly all actives have a fitted effect of over 60% in size
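Two sequential reads on A549 ARE_Fluc cells exposed to compound for 18-24 h: a CellTiter-Fluor fluorescence read for viability, then a luciferase luminescence read for Nrf2/ARE activity.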
Nrf2 ARE act = activators of Nrf2 (ARE) signaling | AREc32 ARE-luciferase reporter (MCF7-derived line), luminescence, 24 h | Potency, µM (highest dose often 46.1 µM), without a hit: top-dose activation, hits mostly activators | actives 0.31% (n = 410,000); note: potency is the fitted concentration of half-maximal effect; % of control where 0% means no effect; nearly all actives have a fitted effect of over 65% in size
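Nrf2 activation is followed as ARE-luciferase induction in the AREc32 line after one day of compound treatment; luminescence is read with Steady-Glo.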
IL-1B inflam inh = blocks inflammasome-driven IL-1 beta release. THP-1 LPS/ATP IL-1B secretion, AlphaLISA, 16 h; stronger effect = lower value. activity change, % at 57.5 µM. actives 4.7% (n = 360,000). AID 743279; in the data active = activity change below about -50%; inconclusive = mostly about -30% to -49%; note: % is set by controls: 0 for no effect and ±100 for the full control effect
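THP-1 cells pretreated 1 hr with compounds (up to 57.5 uM final), then stimulated with LPS (250 ng/mL final) plus ATP (1.25 mM final); secreted IL-1B measured by AlphaLISA after 16 hr, decreased signal indicating inhibition.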
TGFb SMAD3 inh = blocks TGF-b signaling; HepG2 CAGA-GFP TGF-b/SMAD3 reporter, GFP fluorescence, 18 h; TGF-beta stimulated, 500 pg/mL final; Potency, µM (top dose mostly 46.1 µM), inactives show at the top dose activity, negative = inhibition, hits mostly inhibitors; actives 1.2% (n = 410,000); AID 588855; note: potency is the fitted concentration of half-maximal effect; % is set by controls: 0 for no effect and ±100 for the full control effect; nearly all actives have a fitted effect of over 65% in size
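Inhibition of TGF-beta-driven CAGA-GFP reporter expression in HEPG2 cells is measured by cellular GFP fluorescence after 18 h stimulation with 500 pg/mL recombinant TGF-beta in 1% FBS medium at 37 degrees C.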
MCF10A rereplic = induces DNA re-replication in MCF 10a normal breast cells | actives 2.9% (n = 350,000) | MCF 10A DNA re-replication, Hoechst nuclear intensity, 48 h | Potency, µM (top dose mostly 46.1 µM), inactives show top-dose activity, positive = re-replication, actives largely listed as activators; note: potency is the fitted concentration of half-maximal effect; % of control where 0% means no effect; nearly all actives have a fitted effect of over 50% in size
S2 tox = viability counter-screen for ATXN expression inhibitors. S2 cells (HEK-293 line with an ATXN2-luciferase reporter) viability, CellTiter-Fluor protease fluorescence, 24 h. Potency, µM (series often up to 56.7 µM), hits mostly cytotoxic. actives 0.49% (n = 400,000). AID 651635; note: potency is the fitted concentration of half-maximal effect; nearly all actives have a fitted effect of over 40% in size
ATXN2 expr inh = ATXN2 expression inhibition; HEK-293 ATXN2-luciferase reporter, luminescence, 24 h; Potency, µM (series often up to 57 µM), for the others: at the highest dose activity change, negative = inhibition, usual class: inhibitors; actives 0.72% (n = 360,000); AID 1745845; note: potency is the fitted concentration of half-maximal effect; % is set by controls: 0 for no effect and ±100 for the full control effect; nearly all actives have a fitted effect of over 55% in size
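qHTS (up to 57 uM final) was run with 24 h compound exposure of reporter cells at 37 °C. Each well was multiplexed: SteadyGlo luminescence measured ATXN2-luciferase expression after a fluorogenic Gly-Phe-AFC viability readout (25 uM final).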
An asterisk follows results filed as active; i = inactive; ? = inconclusive; . = no result given; & = joins results of further samples; [ ] = dose if it differs, or a comment. Unless noted, calls come from the whole dose curve; as a rule, active = well fitted curve in the direction sought with a large enough effect; inconclusive = small, poorly fitted or top-dose-only effect, or another doubt; inactive = no such curve, though single readings can be large; an effect the other way counts as inactive or inconclusive. An unsorted share of the library, and some 8.8% of all compounds hit somewhere here.

Screens in order: HepG2 viability, A549 tox, Nrf2 inh, Nrf2 ARE act, IL-1B inflam inh, TGFb SMAD3 inh, MCF10A rereplic, S2 tox, ATXN2 expr inh
CCc1ccccc1N(C(=O)c1cccs1)C1C=CS(=O)(=O)C1 (stereo unspecified)
 : 3%, -4%, -1%, -0.3%, -7, -6%, 2.6µM*, i, 1%
COc1ccc(C(=O)OCC(=O)Nc2ccc3[nH]c(=O)[nH]c3c2)cc1
 : 9%, -4%, 5%, 2.8%, 0, 19%, 4%, ?, 7%
CCC(C(=O)NC1CCCC1)N(C(=O)Cn1nnc(-c2ccc(C)o2)n1)c1ccc(OC)c(OC)c1 (stereo unspecified)
 : -1%, -5%, -13%, 0.1%, 17, 13%, -1%, i, -4%
CC(NCc1ccc(S(N)(=O)=O)cc1)C(=O)Nc1cc([N+](=O)[O-])ccc1Cl (stereo unspecified)
 : -20%, -2%, -18%, 0.6%, -12, -12%, 10%, i, -13%
CCOC(=O)N/N=C/C=C/c1ccccc1
 : -6%, 0%, 1%, 2.2%, 0, -20%, -4%, i, 26%
CN=C1SC(C(=O)O)CC(=O)N1C (stereo unspecified)
 : -11%, 10%, -1%, 0.2%, 0, 20%, -1%, i, -7%
Cc1ccc(S(=O)(=O)N2CCN(CC(=O)N3CCOCC3)CC2)cc1
 : 7%, 0%, 7%, -0.1%, 53, 8%, -1%, i, -9%
N/C(=N\OC(=O)Cc1ccc(-c2ccccc2)cc1)c1cccnc1
 : -17%, -16%, ?, 0.5%, 26, 10%, 21%, i, -5%
c1ccc(CCc2nc3ccccc3[nH]2)cc1
 : -4%, 21%, ?, 2.6%, -22, -9%, -1%, i, .
COc1ccc([C@H]2CC(=O)C=C(c3ccccc3)C2)cc1OC
 : -21%, 5%, 2%, 4.2%, ?, -12%, -9%, i, -26%
COc1ccc(S(=O)(=O)N(CC(=O)NCCSc2ccccc2)c2ccc(Cl)cc2)cc1
 : -3%, -5%, -21%, -0.9%, ., -15%, ., i, -23%
CCCCn1nc(C(=O)N[C@@H](CCSC)c2nc3ccccc3[nH]2)c2ccccc2c1=O
 : -23%, ?, ?, 3.4%, -21, ?, 2%, i, 1%
Cc1nnc2n1N=C(c1ccc(F)cc1F)CS2
 : -8%, -1%, 0%, -0.2%, 4, 8%, 0%, i, .
Cc1noc(C)c1COc1ccc(C(=O)OCC(=O)NC(=O)C2COc3ccccc3O2)cc1 (stereo unspecified)
 : 5%, 7%, -1%, -0.1%, 33, 0%, 9%, i, 1%
Cc1ccc(C(OCC(O)CN2CCCCC2CO)c2ccccc2)cc1 (stereo unspecified)
 : -5%, 1%, 9%, -0.1%, ?, 13%, 24%, ?, 0%
CC1CCN(S(=O)(=O)c2ccc3nc(N4CCN(c5ccccc5F)CC4)ccc3c2)CC1
 : 5%, 2%, ?, 0.1%, ., -2%, ., i, 4%
COc1cc(OC)cc(C(=O)NCC(=O)N2CCN(S(=O)(=O)c3ccccc3F)CC2)c1
 : 0%, 0%, -13%, -0.1%, 28, -1%, 1%, i, -1%
CC(C)CC1C(=O)N(Cc2cn(CCC3OCCCO3)nn2)CCS(=O)(=O)N1Cc1ccc(-c2ccc(Cl)cc2)cc1 (stereo unspecified)
 : -39%, ., ., 0.3%, 39, 7%, ., ?, -15%
O=C(/C=C/c1ccccc1)C1=C(O)C(=O)N(CCO)C1c1ccc2c(c1)OCO2 (stereo unspecified)
 : 3%, -26%, 2%, 0.5%, -13, 1%, -11%, i, -15%[11.3 µM]
N/C(=N\OC(=O)C1CCCCC1)c1ccncc1
 : 7%, 4%, ?, -0.3%, -4, -20%, -4%, ?, 12%
CCOC(=O)c1ccc(NC(=S)N(CCCN2CCN(C)CC2)Cc2cccs2)cc1
 : -13%, 1%, -1%, 5.5%, ?, -4%, 18%, i, -15%
CCOc1ccc(C(=O)OCC(=O)Nc2cccnc2Cl)cc1OCC
 : 8%, -2%, -11%, 0.2%, 19, -4%, -2%, ?, 3%
COCCCN(C(=O)CSCc1ccc(C)cc1)c1c(N)n(Cc2ccccc2)c(=O)[nH]c1=O
 : -17%, 1%, -15%, 2.5%, -4, 14%, 0%, i, -1%
COc1ccccc1-c1cc(NC(=O)COc2ccc(C)c(C)c2)n(-c2ccccc2)n1
 : -18%, -7%, ., -0.1%, ., -8%, ., i, 0%
Cc1ccc(SCCC(=O)Nc2ccccc2C(=O)NC2CCCCC2)cc1
 : 17%, 1%, 5%, -0.3%, 9, 5%, 17%, i, -21%
Cn1ncc2c(Nc3cc(Cl)cc(Cl)c3)ncnc21
 : -13%, 11%, ?, -0.9%, 19, -8%, 5%, i, .
COc1ccccc1N1CCN(C(=O)c2ccc(Br)o2)CC1
 : -49%, -2%, -23%, -1.0%, 6, 2%, -4%, i, -6%
O=C(c1ccncc1)c1ccc(Br)cc1
 : -4%, -6%, ?, -0.3%, -1, 1%, 2%, i, 3%
COc1ccc2oc(=N)c(C(=O)NCc3ccccc3)cc2c1
 : -1%, 2%, 13%, -0.5%, -9, 3%, 0%, i, 0%
Cc1ccc(O)c(C(=O)c2cnc3c(c2)c(-c2ccc(F)cc2)c(C#N)c(=O)n3C)c1
 : -29%, 0%, -12%, 5.4%, -28, -7%, -7%, i, -23%
O=C1c2ccccc2C(Nc2ccc3c(c2)OCO3)N1Cc1ccco1 (stereo unspecified)
 : -7%, 8%, 12%, 7.7%, 4, -5%, 4%, i, 4%
Cc1cccc(C(=O)O/N=C(\c2ccccc2)c2cccnc2)c1
 : -32%, 4%, 10%, -1.2%, -13, 3%, -1%, i, -6%
Cc1ccc(-c2nc(CSCC(=O)N3CCOCC3)c(C)o2)cc1
 : -19%, ., ?, 2.5%, 18, -13%, 3%, i, 5%
CCN(C(=O)COc1cccnc1[N+](=O)[O-])C1CCS(=O)(=O)C1 (stereo unspecified)
 : 6%, -3%, 5%, -0.6%, 8, -3%, -5%, i, 2%
O=C(O)C1CCN(C(=O)c2ccc3c(c2)OCO3)CC1
 : 13%, 2%, 8%, -0.2%, 7, 11%, -3%, i, -2%
O=C(Nc1cccc2c1C(=O)NC2=O)c1cccc(N2C(=O)CCC2=O)c1
 : -33%, 14%, ?, 0.4%, -3, -3%, 3%, ?, .
CCN1CCN(C(=O)CN(CC)S(=O)(=O)c2ccc(F)cc2)CC1
 : -4%, -2%, 8%, 0.3%, 6, -1%, 10%, ?, 0%
CCc1ccc2[nH]c(=O)c(CN(CCN(C)C)C(=O)Nc3ccccc3)cc2c1
 : -13%, 1%, 17%, 5.1%, -59*, 26%, ?, ?, -9%
Cc1cccc2cc(C#N)c(SCC(=O)Nc3ccccc3N3CCOCC3)nc12
 : -20%, -11%, -1%, 1.8%, 34, -1%, 10%, i, -5%
Nc1ccn([C@@H]2O[C@H](CNC(=O)[C@@H](N)CSCc3ccccc3)[C@@H](O)[C@H]2O)c(=O)n1
 : 53%, ., ., -0.1%, 13, 24%, ., i, 7%
CS(=O)(=O)N1CCC(NC(=O)Cc2ccccc2)CC1
 : -15%, 4%, 10%, 0.5%, -6, 6%, -1%, i, -1%
Nc1nnc(SCC(=O)NC2CCCc3ccccc32)s1 (stereo unspecified)
 : -8%, 8%, -8%, -1.0%, 2, -10%, 6%, i, -4%
CCOc1ccc(CNC(=O)CSc2c3c(nc4ccc(Cl)cc24)CCCC3)cc1
 : -20%, -2%, 4%, ?, ., -8%, ., ., .
Clc1nc2ccccc2cc1/C=N/Nc1nc2ccccc2[nH]1
 : -16%, -7%, ?, 9.6%, 23, -4%, -13%, i, 17%
Cc1cc(C)c(NC(=O)CNC(=O)Cc2ccc(S(=O)(=O)N3CCOCC3)s2)c(C)c1
 : 5%, 13%, 3%, -0.6%, -7, -5%, 0%, i, .
CCN1C(=O)c2ccccc2Sc2ccc(NC(=O)Nc3ccc(C(C)=O)cc3)cc21
 : -23%, 4%, -7%, 5.0%, ., ?, ., ., .
CCC(C)NC(=O)C1CCC(CNS(=O)(=O)c2ccc3c(c2)CC(C)N3C(C)=O)CC1 (stereo unspecified)
 : -2%, 9%, -2%, 0.3%, 28, 2%, 2%, i, 6%
Cc1ccc(-c2nc3ccccc3[nH]2)cc1NC(=O)c1sc2ccccc2c1Cl
 : -16%, -13%, -9%, -0.4%, 47, -5%, 21µM*, i, 1%
CCC1(CC)Cc2ccccc2-c2nc(CN3CCOCC3)[nH]c(=O)c21
 : 3%, -5%, -20%, -1.0%, -13, -6%, 11%, i, -15%
Cc1cccc(CSc2nnc(-c3ccccn3)n2N)c1
 : 0%, 6%, 3%, 0.6%, -14, 19%, 7%, i, 9%
COc1ccc(-n2c3c(c(=O)[nH]c2=O)C(NC(=O)c2ccncc2)(C(F)(F)F)C(=O)N3)cc1 (stereo unspecified)
 : -17%, 11%, 9%, -0.5%, 2, -6%, -9%, i, -7%
Cc1ccc(C(=O)NNC(=O)c2ccc(S(=O)(=O)N3CCOCC3)cc2)cc1
 : 7%, 6%, 12%, -0.1%, -10, 13%, -6%, i, -1%
Cc1ccc(NC(=O)COC(=O)c2cccc(C)c2[N+](=O)[O-])cc1S(=O)(=O)N1CCCCC1
 : -13%, 4%, 12%, -0.5%, 0, -15%, -1%, i, -6%
C/C(N)=C(/C#N)C(=O)COC(=O)c1cc(C)n(-c2ccc(F)cc2)c1C
 : -14%&-34%, -6%&-1%, ?, 5.9%&0.7%, -3&-12, 0%&17%, ?, i, 58%[activator]
C=C1CCN(c2ccc(C(=O)NCc3ccc(OC)cc3)cc2[N+](=O)[O-])CC1
 : -18%, 0%, ?, 4.8%, -75*, -6%, 3%, i, 0%
COc1ccc(NS(=O)(=O)c2cccc(C(=O)NCC(c3ccco3)N(C)C)c2)cc1 (stereo unspecified)
 : -22%, -12%, -6%, 0.0%, -3, -2%, 10%, i, 16%

Assay outcomes: PubChem, National Center for Advancing Translational Sciences (NCATS)
